# Compound activity: PubChem, National Center for Advancing Translational Sciences (NCATS)
# BRCA1 expr act: activators of BRCA1 expression; actives 1.1% (n = 380,000); MCF7-BRCA1-FFLuc reporter, luminescence, 48 h; response scale: scaled: vehicle 0%, 10 µM genistein 100%; Potency, µM (top dose mostly 46.1 µM), without a hit: top-dose activation, most hits filed as activators; further: potency means the concentration at half of the fitted maximal effect; nearly all actives have a fitted effect of over 80% in size; some results filed as inactive show a strong effect at the top dose
#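 48 h compound treatment of MCF7-BRCA1-FFLuc cells (phenol-red free MEM, 37 °C), then 15 min with luciferase substrate and luminescence imaging.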
# ELG1 DNA repair: ELG1-dependent DNA repair inhibition. HEK293T ELG1-luciferase reporter, luminescence, 16 h; DNA damage induced by 5-fluorouridine. Potency, µM (titrated, usually from 46.1 µM), for the others: at the top dose activity change, negative = inhibition, most hits filed as inhibitors. actives 2.3% (n = 330,000); further: potency means the concentration at half of the fitted maximal effect; on the % scale 0 is the no-effect control and ±100 the full control effect; nearly all actives have a fitted effect of over 55% in size
#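 Quantitative HTS, concentration-response format. 2,000 cells/well co-treated with 5-fluorouridine and compound, 16 hr in 5% CO2 at 37 °C; ONE-Glo luminescence read after 30 min.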
# PTAP TSG101 blk: blocks PTAP/TSG101 interaction to inhibit HIV-1 budding | Q99816 | Fluorescence polarization, FITC-PTAP peptide / Tsg101 binding | Potency, µM (top dose mostly 115 µM), without a hit: at the top dose activity change, negative = inhibition, actives largely listed as inhibitors | 340,000 tested, under 10 active | AID 493005; active means well fitted inhibition curve with a large enough effect in the main read-out, with a control signal flat, not every such curve was filed as active; inconclusive means small, poorly fitted or top-dose-only effect, or effect the other way, or a change in a side signal; inactive means no such curve, though single readings can be large or run the other way; further: potency means the concentration at half of the fitted maximal effect; % of control where 0% means no effect
#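 Compounds were pin-transferred onto Tsg101 binding domain (10 uM final) in HEPES pH 7.5 buffer, then FITC-PTAP peptide was added at 50 nM final. After 20 min at RT, polarization reported peptide displacement across a qHTS concentration series.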
# TCR activator: T cell receptor activation; 330,000 tested, under 10 active; Potency, µM (titrated, usually from 9.22 µM), for inactives: at the highest dose activation of IL-2 secretion, actives largely listed as activators; AID 504894; primary human leukocytes, anti-CD3, IL-2 HTRF, 48 h; further: % of control where 0% means no effect
#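 48 hr co-incubation of compounds, a-CD3 beads and primary human leukocytes; IL-2 quantified homogeneously by HTRF with anti-IL-2 K and d2 conjugates.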
# B2AR arrestin: agonists driving beta-arrestin recruitment to human beta2-adrenergic receptor | Potency, µM (highest dose often 46.1 µM), for the others: at the top dose activation, most hits filed as activators | beta-arrestin recruitment to beta2AR, cell-based reporter | P07550 | AID 492947 | actives 0.02% (n = 330,000);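 further: potency means the concentration at half of the fitted maximal effect; 0% = DMSO controls and full agonism = EC100 isoproterenol or metaproterenol; nearly all actives have a fitted effect of over 65% in size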
# TRPV1 ag: agonists of human vanilloid receptor 1 (TRPV1); Q8NER1; actives 0.19% (n = 320,000); activation, % at 8.33 µM; TRPV1-expressing cells, Fluo-8 calcium influx, agonist mode; in the data active means activation above about 80%; inconclusive means between about 30% and that limit; further: 0% is about no effect
# Target sequence (Q8NER1 whole entry, looked up): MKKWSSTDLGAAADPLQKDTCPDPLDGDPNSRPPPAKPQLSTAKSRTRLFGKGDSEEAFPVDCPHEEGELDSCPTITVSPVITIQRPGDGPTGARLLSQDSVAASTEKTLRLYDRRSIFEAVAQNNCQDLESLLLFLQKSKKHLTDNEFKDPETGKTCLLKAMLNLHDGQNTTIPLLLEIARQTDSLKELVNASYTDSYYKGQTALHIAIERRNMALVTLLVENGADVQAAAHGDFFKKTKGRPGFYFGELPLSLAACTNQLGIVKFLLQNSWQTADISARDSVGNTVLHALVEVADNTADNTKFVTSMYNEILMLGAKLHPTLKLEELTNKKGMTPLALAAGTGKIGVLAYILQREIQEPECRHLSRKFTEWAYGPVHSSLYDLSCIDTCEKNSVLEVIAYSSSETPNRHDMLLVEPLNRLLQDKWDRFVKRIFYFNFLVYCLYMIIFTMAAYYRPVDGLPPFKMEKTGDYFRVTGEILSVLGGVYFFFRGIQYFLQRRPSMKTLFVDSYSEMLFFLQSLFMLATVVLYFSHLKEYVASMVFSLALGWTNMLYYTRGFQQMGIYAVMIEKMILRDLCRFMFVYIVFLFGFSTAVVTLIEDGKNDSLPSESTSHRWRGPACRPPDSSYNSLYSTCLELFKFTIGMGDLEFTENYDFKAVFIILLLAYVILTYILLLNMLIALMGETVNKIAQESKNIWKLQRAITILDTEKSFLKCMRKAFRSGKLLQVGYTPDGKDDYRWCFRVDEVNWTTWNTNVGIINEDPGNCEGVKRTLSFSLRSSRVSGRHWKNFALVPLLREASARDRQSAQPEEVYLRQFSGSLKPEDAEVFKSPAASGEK
#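 TRPV1-expressing cells were cultured overnight at 35.5C and loaded with Fluo-8 calcium dye for 40 to 90 min at room temperature. After a 10 s baseline, compound was added and calcium influx was read kinetically for 3 min (ex 480/em 520 nm).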
# Integrin act MD: activates integrin-mediated alleviation for muscular dystrophy; alpha7betagal myoblasts, beta-gal FDG fluorescence, 48 h; Potency, µM (series often up to 38.3 µM), inactives show at the highest dose activation, hits mostly activators; actives 0.064% (n = 350,000); AID 624291;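 further: potency means the concentration at half of the fitted maximal effect; 100% = response of the positive control SU9516; nearly all actives have a fitted effect of over 60% in size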
#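 Alpha7betagal+/- myoblasts (passage 13) were plated 16-24 hr, then exposed to compounds (1:260 dilution of DMSO stock) for 48 hours at 37C. After MPER lysis, β-galactosidase reporter activity was read as FDG fluorescence (ex 480/em 540) after 30 minutes.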
# A-T KAP1 phos: potential ataxia-telangiectasia treatments restoring KAP-1 phosphorylation; […] A-T fibroblasts, KAP-1 phosphorylation AlphaLISA; neocarzinostatin DNA damage 30 min before lysis; actives 0.19% (n = 320,000); Potency, µM (doses to about 57.5 µM), for inactives: at the top dose activation, hits mostly activators; further: potency means the concentration at half of the fitted maximal effect; % of control where 0% means no effect; nearly all actives have a fitted effect of over 45% in size
#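 hTERT-immortalized A-T patient fibroblasts ([…]), 500 cells/well in OPTI-MEM, 1% FBS, got compounds for 60 min, then NCS for 30 min at 37C. Lysates were then assayed for phospho-KAP-1 by AlphaLISA (anti-pKAP1 donor, anti-KAP1 acceptor beads), 6 hr at 25C.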
# p53 reactivation: mutant p53 re-activation in reporter cells | H1299 p53-A138V BP100-luciferase reporter, luminescence, 24 h | Potency, µM (series often up to 92.2 µM), for the others: at the highest dose activity change, positive = activation, most hits filed as activators | actives 0.063% (n = 320,000) | AID 504706; further: potency means the concentration at half of the fitted maximal effect; % of control where 0% means no effect; nearly all actives have a fitted effect of over 45% in size
#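 H1299 (p53-null), stable ts p53-A138V + BP100-Luc; 1000 cells/well, Opti-MEM/10% FBS; cpd 4 pt, 1:5; 24 h, 37 deg C, 5% CO2; detection reagent 10 min RT; luminescence.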
# MLL CXXC-DNA inh: MLL CXXC-DNA interaction inhibition. MLL-CXXC / FITC-HOXA9 DNA fluorescence polarization. actives 0.037% (n = 290,000). Potency, µM (doses to about 115 µM), for inactives: at the highest dose activity change, negative = inhibition, usual class: inhibitors. Q03164; active means well fitted inhibition curve with a large enough effect in the polarisation, with a control signal flat, not every such curve was filed as active; inconclusive means small, poorly fitted or top-dose-only effect, or effect the other way, or a change in a side signal; inactive means no such curve, though single readings can be large or run the other way; the % refers to the polarisation; further: potency means the concentration at half of the fitted maximal effect
#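 Steps: dispense CXXC domain solution (7 uM) → pin compounds or unlabeled HOX-A9 DNA control → 5 min ambient → add FLSN-HOX-A9 solution (50 nM) → spin → 30 min ambient → fluorescence polarization. Tris pH 7.5/NaCl/DTT/BSA buffer.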
# * = called active by the depositor; u = inconclusive; x = not tested or not shown; [ ] = remark or other dose. Unless noted, the call rests on the fitted dose curve; in most records, active means well fitted curve in the direction sought with a large enough effect; inconclusive means small, poorly fitted or top-dose-only effect, or another doubt; inactive means no such curve, though single readings can be large; an effect the other way counts as inactive or inconclusive.
SMILES,BRCA1 expr act,ELG1 DNA repair,PTAP TSG101 blk,TCR activator,B2AR arrestin,TRPV1 ag,Integrin act MD,A-T KAP1 phos,p53 reactivation,MLL CXXC-DNA inh
CCOc1ccc(C2C(C#N)=C(N)Oc3nc[nH]c(=O)c32)cc1OC (stereo not given),-3%,12%,-2%,x,-0.8%,-1,9%,-9%,-1%,53%[activator]
O=C1CCCc2c1cc(C(=O)NC1CCSC1=O)c(=O)n2-c1ccccc1 (stereo not given),9%,20%,-9%,1%,-0.1%,-2,-13%,x,-3%,-25%
Cc1ccc(-c2cc(C(=O)n3cnc4ccccc43)c3ccccc3n2)cc1C,49%,u,-3%,-6%,-0.2%,2,1%,15%,4%,8%
O=S(=O)(c1ccc2nc(COc3ccccc3)[nH]c2c1)N1CCOCC1,-1%,-8%,-17%,-5%,0.2%,u,17%,10%,2%,2%
O=S(=O)(c1ccccc1)c1cnc(-c2cccnc2)nc1-c1ccccc1,-3%,4%,-2%,-2%,-0.2%,-3,22%,2%,13%,-1%
O=C(CCCCCN1C(=O)c2ccccc2C1=O)Nc1ccccc1,9%,-18%,-8%,4%,-0.7%,16,-17%,1%,3%,2%
CN(C)NC(=S)Nc1cccc(C(F)(F)F)c1,4%,10%,-2%,2%,0.1%,x,-6%,-8%,3%,-4%
Cc1cc(C)c(OCC(=O)OC(C)C(=O)NC2CC2)c(C)c1 (stereo not given),-5%,8%,-9%,0%,0.3%,1,10%,0%,16%,14%
C=CCn1cccc(C(=O)Nc2ccc(OC)c(OC)c2)c1=O,30%,-3%,-5%,5%,-1.9%,5,-15%,0%,5%,10%
Cc1cc(NC(=O)CN2CCc3ccccc3C2)nc2c1c(=O)oc1ccccc12,3%,-12%,-7%,-2%,-0.8%,-3,10%,-3%,0%,3%
Cc1c(-c2ccccc2)cnc2c(C)cccc12,-46%,x,-5%,8%,x,x,8%,x,x,x
Cc1n[nH]c(=O)c2c(NC(=O)CSc3ccccc3F)oc(C)c12,-5%,13%,-1%,-4%,0.1%,3,7%,-15%,-8%,x
COc1ccc(-n2nnnc2/C=C\Nc2ccc(C)cc2)cc1,-15%,-10%,-1%,16%,4.6%,0,0%,-2%,-2%,0%
Cc1noc(C)c1C(=O)OCC(=O)Nc1cccc(S(N)(=O)=O)c1,-9%,8%,-1%,-17%,-0.2%,-3,16%,-4%,0%,-16%
COCCNC(=O)C(=O)NCCN1CCNCC1,0%,9%,0%,x,-0.1%,-7,0%,2%,-8%,0%
CCCC(C)C(=O)Nc1ccc(F)c(Cl)c1 (stereo not given),0%,-2%,-5%,-2%,0.2%,26,-2%,-2%,-2%,-2%
COc1ccc(-c2nc(CS(=O)CC(=O)NC3CCCC(C)C3C)c(C)o2)cc1OC (stereo not given),-2%,5%,1%,-6%,-0.9%,-4,37%,-1%,6%,-7%
COc1ccccc1CNC(=O)C(NS(=O)(=O)c1ccc2c(c1)oc(=O)n2C)C(C)C (stereo not given),-1%,-1%,-1%,-6%,0.2%,0,-3%,15%,-2%,5%
COc1cccc(NC(=O)COC(=O)c2nc3nccc(C)n3n2)c1,10%,27%,0%,3%,-0.2%,-4,23%,12%,1%,3%
CN1CCN(S(=O)(=O)c2ccc3c(c2)NC(=O)CS3)CC1,8%,u,-2%,-5%,0.0%,1,8%,1%,-1%,5%
COc1ccc(OC)c(/C(C)=N\NC(=O)c2cc3cc(Cl)ccc3n2C)c1,-50%,16µM*,-5%,-4%,-1.2%,2,-10%,5%,x,8%
CC(=O)NC1C2CN3CCN(C2)CC1(Cc1ccccc1)C3 (stereo not given),-1%,-5%,-3%,-6%,-1.1%,-3,13%,8%,4%,4%
Cc1ccsc1C(=O)NNC(=S)NCC(C)C,18%,-4%,-1%,0%,0.0%,-2,-1%,-4%,-2%,1%
Cc1ccc(Nc2nc(N)nc(CSc3ncccn3)n2)cc1,2.2µM*,u,-6%,-1%,-0.7%,-1,11%,-5%,u,-2%
O=S(=O)(c1ccc(F)c(Cl)c1)N1CCN(C/C=C/c2ccccc2)CC1,-25%,u,-1%,1%,0.0%,u,-40%,4%,9%,x
CC(/C=N/n1c(COc2ccccc2)n[nH]c1=S)=C\c1ccccc1,4%[1.84 µM],1%,-1%,-4%,-0.2%,8,11%,0%,-4%,-9%
O=C(Cc1ccccc1)NN1C(=O)/C(=C/c2ccccc2C(=O)O)SC1=S,-4%,5%,-2%,-1%,0.2%,-1,u,-7%,3%,-26%
CCOC(=O)c1[nH]c2ccccc2c1NC(C)=O,-2%,8%,-3%,0%,-0.9%,0,-19%,-8%,-1%,7%
CC(C)N(C(=O)CN1CCN(S(=O)(=O)c2ccc(Br)s2)CC1)C(C)C,-10%,-6%,-1%,3%,0.4%,17,-8%,5%,-11%,x
COc1ccc(OC)c(CCNC(=O)CCc2nnc3ccc(N4CCCC4)nn23)c1,-2%,u,-3%,-5%,0.3%,1,-33%,10%,2%,-19%
CCc1cc(C)c(O)c(CC)n1,-4%,0%,-11%,-1%,-0.1%,-1,14%,-3%,0%,7%
O=C(N=Nc1c(O)[nH]c2ccccc12)c1cccs1,19%,u,-1%,-6%,0.3%,0,12%,-3%,u,-9%
CCOC(=O)N1CCN(C(=O)c2ccccc2SCC(=O)NCC2CCCCC2)CC1,-10%,0%,0%,-3%,0.3%,18,1%,3%,-4%,x
O=C(Cn1cnc2scc(-c3cccc([N+](=O)[O-])c3)c2c1=O)NCc1ccco1,-53%,2%,-3%,-5%,0.3%,-6,8%,-4%,3%,2%
COc1ccc(OC)c2[nH]c(=O)c(CCNC(=O)C3CCCCC3)cc12,-7%,-3%,-6%,8%,-0.7%,-1,-7%,-8%,-5%,2%
O=C(NN(Cc1ccccc1)Cc1ccccc1)c1ccccc1,-4%,x,-1%,-1%,x,x,4%,x,x,x
Cc1ccc(NC(=O)C2(N(CC(C)C)C(=O)Cn3nnnc3N)CCCCC2)cc1,-9%,-10%,-1%,-1%,0.3%,-3,7%,8%,-8%,-1%
O=C(Nc1ccc(S(=O)(=O)N2CCOCC2)cc1)c1ccc(CN2CCc3ccccc3C2)cc1,-58%,-28%,-3%,0%,0.1%,0,-53%[inhibitor],1%,-6%,16%
Cc1ccc(C)c(N2CCN(C(=O)C3CCC3)CC2)c1,-22%,-14%,-7%,7%,-1.1%,u,-42%,-3%,x,-6%
Cn1c(CNC(=O)CNC(=O)c2ccc(F)cc2)cc(=O)n(C)c1=O,-2%,8%,-7%,5%,-0.3%,-2,1%,-8%,2%,54%[activator]
COc1ccc(NS(=O)(=O)c2cccc(-c3nnc(-c4ccccc4)o3)c2)cc1,-10%,u,0%,-4%[46.1 µM],0.3%,1,-1%,x,13%,-5%
COc1ccc(NC2=C(C(C)=O)C(c3ccc4c(c3)OCO4)C(C(C)=O)C(C)(O)C2)cc1 (stereo not given),-74%[inhibitor],9%,-7%,-69%,0.0%,25,-32%,-3%,-13%,9%
NC(=O)CS(=O)(=O)c1nc2ccccc2n1CC(=O)N1CCCCC1,-39%,7%,-4%,4%,-1.0%,0,-24%,2%,6%,-1%
N#Cc1cccc(N=c2ssnc2Cl)c1,-14%,u,54%[activator],-2%,5.5%,-2,-24%,-4%,-2%,9%
Cc1nc2ccc(NC(=O)COc3ccccc3C)cc2s1,-6%,20%,-1%,2%,-0.3%,3,-23%,-1%,-1%,3%
CC(C)c1nc2sc3c(c2c(=O)n1N)CC(C)(C)OC3,3%,u,-2%,6%,-0.2%,0,-9%,0%,1%,-11%
COc1ccc(NS(=O)(=O)c2ccc3[nH]c(=O)[nH]c3c2)cc1,-22%,-5%,1%,-2%,0.0%,1,-25%,-1%,8%,-8%
CCCCC(C(=O)NC1CCCC1)N(C(=O)c1snc(C(N)=O)c1N)c1ccc(OCC)cc1 (stereo not given),-77%,u,-9%,-8%,-0.5%,7,-55%[inhibitor],-3%,-5%,-3%
CCOc1ccc(-c2nnc(N(CC)C(=O)C3CCC3)s2)cc1,u,12%,-3%,-2%,-0.3%,6,-5%,-1%,-7%,3%
CNS(=O)(=O)c1cc(O)c2c(S(=O)(=O)NC)cccc2c1,-14%,-2%,-1%,-1%,0.1%,-1,-8%,1%,0%,7%
O=C(NCC(c1ccco1)N1CCCC1)c1sc2ccccc2c1Cl (stereo not given),17%,17%,-8%,-3%,0.4%,13,22%,2%,8%,10%
Cc1oc2cc3oc(=O)c(CC(=O)O)c(C)c3cc2c1-c1ccccc1,-31%,10%,0%,2%,0.3%,11,-24%,-9%,-10%,7%
Cc1c(CC(=O)NCCC(=O)O)c(=O)oc2cc3occ(-c4ccccc4)c3cc12,-8%,24%,-3%,-6%,0.5%,-3,40%,-6%,3%,5%

# Compounds were not picked by outcome; 3.8% or so of the library scored in one or more.
